High-throughput results deposited in PubChem by PCMD.
Yeast eIF2B: modulators of yeast eIF2B activity | AID 688 | S. cerevisiae eIF2B-epsilon R284H, GCN4-lacZ luminescence | inhibition, % at 25 µM (by protocol) | hit rate 0.91% among 27,000;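 active = mutant luminescence inhibited past about 50% while wild type luminescence and mutant growth stay under set limits, limit read from the data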; note: some compounds called inactive have numbers as strong as hits
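Times: 16 h growth with compound at 30 °C, 90 min Beta-Glo step; Assay system: yeast eIF2B-epsilon R284H mutant carrying GCN4–beta-galactosidase fusion; Measure: % inhibition of reporter signal and growth versus controls; Dosing: one concentration, 25 µM, 0.25% DMSO; Buffer or medium: YPD yeast growth medium; Measured by: Beta-Glo luminescence plus absorbance at 595 nm.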
Yeast tox: Compounds toxic to wild-type S. cerevisiae growth; growth inhibition, % at 25 µM (by protocol); hit rate 0.3% among 30,000; A595 turbidity, 16 h;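 active = mutant and wild-type yeast strains alike exhibit over 30% growth inhibition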;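 note: 0% = untreated cell controls and 100% = YPD media blanks without cells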
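Incubation: 16 h growth with compound, 30 °C; Material: S. cerevisiae wild-type or eIF2Bepsilon-R284H mutant strain; Signal: turbidity measured as absorbance at 595 nm; Medium: YPD yeast growth medium; Measure: growth inhibition (%) versus cell controls and blanks; Doses: 25 µM single dose.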
Yeast tox inhibition %: further read-out of Yeast tox, marked with its call; growth inhibition, %; S. cerevisiae eIF2Bepsilon-R284H mutant growth, A595 turbidity, 16 h;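 each compound tested once at 25 µM; 0% equals untreated cells and 100% equals cell-free medium blanks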
Yeast eIF2B mutant toxicity: further read-out of Yeast eIF2B, marked with its call; growth inhibition, %; measured here: mutant yeast growth, toxicity;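 each compound tested once at 25 µM; zero equals untreated control growth and 100 equals blank medium absorbance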
Numbers without * were called inactive. Some of the compounds tested (hit frequency here may not be typical).

SMILES	Yeast eIF2B	Yeast eIF2B mutant toxicity	Yeast tox	Yeast tox inhibition %
CCOc1ccc(C(=O)OCCN(CC)CC)cc1	9	8	9	8
